# Assay outcomes as filed in PubChem.
# aGlu spleen mod: qHTS Assay for Inhibitors and Activators of Human alpha-Glucosidase From Spleen Homogenate; human spleen homogenate, 4-MU-alpha-glucoside fluorescence; Potency, µM (doses to about 79.9 µM), for the others: at the top dose activity change, negative = inhibition, usual class: inhibitors; actives 0.006% (n = 240,000); AID 2112, 2009;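 further: 0% = enzyme with vehicle and -100% = no enzyme basal signal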
#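 Compounds were titrated against alpha-glucosidase in spleen homogenate at pH 5.0, with 1 mM 4-methylumbelliferyl substrate for 40 min at 37 C. Reactions were quenched with pH 10 NaOH/glycine and fluorescence measured.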
# HTT aggregate: qHTS Multiplex Assay to Identify Dual Action Probes in a Cell Model of Huntington: Aggregate Formation (GFP); PC12 HttQ103-GFP aggregates, Acumen cytometry, 40 h; AID 1688, 2009; actives 1.1% (n = 220,000); Potency, µM (titrated, usually from 46.1 µM), without a hit: at the highest dose activity change, negative = inhibition, usual class: inhibitors; further: on the % scale 0 is the no-effect control and ±100 the full control effect; nearly all actives have a fitted effect of over 60% in size
#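 Steps: seed 1500 PC12 HTTQ103-GFP cells/well; add tebufenozide, 100 nM final; add compound titration; add ATPLite reagent; quantify GFP aggregates by laser scanning cytometry.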
# RGS12 GoLoco inh: qHTS Assay for Inhibitors of RGS12 GoLoco Motif Activity (Red Fluorophore) | Guanine nucleotide-binding protein G(i) subunit alpha-1 (Homo sapiens), P63096 | Gai1:RGS12 GoLoco peptide FP, rhodamine, 10 min | Potency, µM (top dose mostly 61.6 µM), for the others: at the top dose activity, negative = inhibition, most hits filed as inhibitors | actives 0.44% (n = 230,000) | AID 880, 2007; active means well fitted inhibition curve with a large enough effect, not every such curve was filed as active; inactive means no such curve, though single readings can be large or run the other way; further: on the % scale 0 is the no-effect control and ±100 the full control effect; nearly all actives have a fitted effect of over 30% in size; many of its hits are not listed in these tables
# Target sequence (P63096 whole entry, looked up): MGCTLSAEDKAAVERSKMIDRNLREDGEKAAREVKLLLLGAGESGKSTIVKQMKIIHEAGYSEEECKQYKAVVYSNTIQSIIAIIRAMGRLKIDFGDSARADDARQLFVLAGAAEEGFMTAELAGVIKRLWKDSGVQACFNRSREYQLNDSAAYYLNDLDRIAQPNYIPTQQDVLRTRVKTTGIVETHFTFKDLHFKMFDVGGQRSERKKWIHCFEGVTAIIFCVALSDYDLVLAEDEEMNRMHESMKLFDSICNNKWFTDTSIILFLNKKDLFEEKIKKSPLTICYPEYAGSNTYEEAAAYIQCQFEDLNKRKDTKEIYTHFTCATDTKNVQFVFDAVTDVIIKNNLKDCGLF
# HTT ATP protect: qHTS Multiplex Assay to Identify Dual Action Probes in a Cell Model of Huntington: Cytoprotection (ATP); PC12 HTT-Q103 induced, cytoprotection, ATP luminescence, 40 h; Potency, µM (titrated, usually from 56.4 µM), without a hit: cytoprotection (ATP increase), hits mostly activators; actives 0.14% (n = 230,000); AID 1471, 2008;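 further: % of control where 0% means no effect; nearly all actives have a fitted effect of over 45% in size; toxic huntingtin expression switched on by the ecdysone agonist tebufenozide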
#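 Rat PC12, Q103 Htt exon1-GFP fusion, ecdysone promoter; tebufenozide inducer 100 nM final; compound titration; qHTS, 1500 cells/well; ATPlite luminescent read.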
# IMPase Li cell: qHTS Assay for Identifying the Cell-Membrane Permeable IMPase Inhibitors: Potentiation with Lithium; CHO-M1 cells, IP1 TR-FRET (IP-One), carbachol + lithium; Potency, µM (top dose mostly 59.4 µM), inactives show at the top dose activity, negative = IMPase inhibition, actives largely listed as inhibitors; actives 0.35% (n = 210,000);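 further: IP1 builds up when IMPase is blocked and the TR-FRET signal falls; plate controls were basal vehicle for no effect and high inhibitor control for full effect; nearly all actives have a fitted effect of over 50% in size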
#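 IP1 accumulation measured by competitive TR-FRET in lysed CHO-M1 cells after 30 min compound exposure at 37C, with a small lithium addition to potentiate weak responses. Hill-equation AC50 from ratio and donor-channel data.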
# GAA glycogen mod: qHTS Assay for Inhibitors and Activators of Human alpha-Glucosidase Cleavage of Glycogen. Lysosomal alpha-glucosidase (Homo sapiens), P10253. recombinant GAA, glycogen substrate, Amplex Red glucose oxidase fluorescence. Potency, µM (series often up to 76.4 µM), without a hit: at the highest dose activity change, negative = inhibition, actives largely listed as inhibitors. actives 0.38% (n = 300,000). AID 2100, 2009;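 further: 0% = full enzyme reaction and -100% = no-enzyme basal signal; the screen sought inhibitors and activators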
#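 Recombinant human alpha-glucosidase (4 nM final) hydrolysed bovine liver glycogen (30 ug) for 40 min at 37 C in pH 5.0 citrate/phosphate with 0.01% Tween-20. Released glucose detected by glucose oxidase/Amplex Red, Ex 573/Em 610 nm. Compounds up to 77 uM; AC50 from Hill fits.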
# GAA inh: qHTS Assay for Inhibitors of Human alpha-Glucosidase as a Potential Chaperone Treatment of Pompe Disease; Lysosomal alpha-glucosidase (Homo sapiens), P10253; purified human GAA, 4-MU-alpha-glucoside fluorescence; Potency, µM (highest dose often 76.9 µM), without a hit: at the top dose activity change, negative = inhibition, usual class: inhibitors; actives 0.005% (n = 200,000); AID 1466, 2008;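 further: plate controls were uninhibited enzyme wells for no effect and no-enzyme background for full effect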
#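 Fluorescence at Ex 365/Em 440 nm from 4-methylumbelliferone reported enzyme activity after 20 min at room temperature. Reactions used 4 nM enzyme and 400 uM substrate at pH 5.0; curves fitted with the Hill equation.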
# * = called active by the depositor; ? = inconclusive; / = not tested or not shown; & = joins results of further samples; [ ] = remark or other dose. Unless noted, the call rests on the fitted dose curve; in most records, active means well fitted curve in the direction sought with a large enough effect; inconclusive means small, poorly fitted or top-dose-only effect, or another doubt; inactive means no such curve, though single readings can be large; an effect the other way counts as inactive or inconclusive. Potency means the concentration at half of the fitted maximal effect. The list is partial, so the mix of outcomes need not match the whole.
molecule	aGlu spleen mod	HTT aggregate	RGS12 GoLoco inh	HTT ATP protect	IMPase Li cell	GAA glycogen mod	GAA inh
C#CCOCCOCCOCCNc1nc(N2CCN(C(=O)C(Cc3ccc(O)cc3)n3cc(C(N)C(C)CC)nn3)CC2)nc(N2CCN(C(=O)C(Cc3ccc(O)cc3)n3cc(C(N)C(C)CC)nn3)CC2)n1 (stereo not drawn)	6%	13%[9.22 µM]	2%	2%[10 µM]	3%	-12%	/
Cc1nn2c(N3CCN(C)CC3)cc(C(C)(C)C)nc2c1-c1ccccc1	0%	4%[9.22 µM]	4%	-7%[10 µM]	/	-13%	?
O=C(NC1CC1)c1nc2c(nnn2Cc2ccccc2Cl)c(=O)[nH]1	-10%	-9%	20%	-9%[1.9 µM]	4%	3%	?
CCC(C)(C)NC(=O)c1ccc(Sc2nncn2C)c([N+](=O)[O-])c1	9%	9%	2%	-3%[10 µM]	-2%	-10%	-1%
CC(C)CCn1c(NCCN(C)C)nc2c1c(=O)[nH]c(=O)n2C	-4%	-7%	8%	-15%[10 µM]	14%[38.3 µM]	0%	-9%
CCOC(=S)SCC(=O)N1CCc2ccccc2C1C1C(=O)CCCC1=O (stereo not drawn)	-4%	15%	4%	2%[10 µM]	8%	4%	-4%
Cc1ccc(NC(=O)C2CC(=O)n3ncnc3N2)cc1 (stereo not drawn)	-2%	13%	-1%	5%	10%[38.3 µM]	-1%	3%
CCOC(=O)c1ccc(Oc2cc(C)nc(SC)n2)cc1	-2%	23%	1%	4%[10 µM]	20%[38.3 µM]	1%	1%
CCCCC(CC)C(=O)Oc1ccc(O)c(C(C)(C)C)c1 (stereo not drawn)	-6%	19%[9.22 µM]	-2%	-13%	3%	?	4%
CC(C)CNC(=S)NC1CCCC1	1%	?	7%	-20%	8%[38.3 µM]	5%	0%
CCN1CCN(C2=C(Cl)C(=O)N(Cc3ccccc3)C2=O)CC1	2%	12%	7%	13%[10 µM]	21%	6%	2%
COc1ccc(-n2c(C)cc(C(=O)CN3C(=O)c4ccccc4C3=O)c2C)cc1	-1%	3%	9%	29%[10 µM]	8%	9%	0%
CCOC(=O)CCCN1CC(O)=C(c2nc(-c3ccc(Cl)cc3)cs2)C1=N	4%	-3%	29%	-47%[inhibitor]	2%	4%	5%
Cc1cccc(-n2ncc3c(N(C)C4CCCCC4)ncnc32)c1	-14%	10%[9.22 µM]	3%	-50%[inhibitor][10 µM]	/	3%	/
CCCc1cc(=O)[nH]c(SCc2cccc(C)c2)n1	-3%	-13%	-6%	-22%[10 µM]	-3%[38.3 µM]	7%	-6%
O=C(Nc1ccccc1)N1CCSc2ccccc21	-4%	-1%[9.22 µM]	8%	-9%	-2%	-6%	-10%
O=C(c1cccc(Br)c1)N1CCN(S(=O)(=O)N2CCOCC2)CC1	3%	-5%[9.22 µM]	-2%	-16%[10 µM]	1%	18%	5%
CCC1=C(OC(=O)N(CC)CC)N2C(=O)OC(=NCCOC)[C@]2(Cc2ccccc2)[C@H]2C1=CC[C@H]1C(=O)NC(=O)[C@H]12	-17%&-9%	25%[9.22 µM]	5%&7%	-34%	0%	-1%	/
Cn1cccc1/C=N/NC(=O)Cc1ccccc1	8%	-17%[9.22 µM]	3%	9%[10 µM]	/	3%	/
COc1ccc(C2=CC(c3sccc3C)n3nnnc3N2)cc1 (stereo not drawn)	-4%	7%	5%	-16%	11%[38.3 µM]	5%	5%
N#CCCN(C(=S)NC(=O)c1ccco1)c1ccccc1F	2%	-10%	-8%	-5%[10 µM]	7%	3%	2%
Cc1ccc(S(=O)(=O)N2CCOCC2)cc1NC(=O)Cn1ccsc1=N	-7%	?	5%	-1%	29%[38.3 µM]	-1%	-8%
CCCC(C(=O)NC1CCCC1)N(CC1CCCO1)C(=O)c1snc(C(N)=O)c1N (stereo not drawn)	-1%	4%	1%	10%	-6%[38.3 µM]	6%	0%
CCn1c(=O)c2c(nc3n2CCCN3CCc2ccccc2)n(C)c1=O	-7%	4%	-8%	-24%[0.074 µM]	-5%[38.3 µM]	-5%	0%
COc1ccc(-c2nn(CCC(=O)O)cc2/C=C/C(=O)O)cc1[N+](=O)[O-]	4%	6%	11%	-1%[10 µM]	-10%	-4%	-5%
COC(=O)c1ccc(C(=O)NCCCCO)cc1	4%	-3%	3%	-28%	-1%	3%	3%
COc1cc(CC(=O)OCC(=O)Nc2ccc(S(=O)(=O)N3CCCC3)cc2)cc(OC)c1OC	-2%	6%	3%	-4%	1%[38.3 µM]	-12%	-11%
CCOC(=O)c1cnc2ccc(OC)cc2c1NCc1ccccc1	2%	-30%	3%	-1%[10 µM]	19%	2%	8%
CC(=O)N/C(N)=N/c1nc2cc(C)ccc2o1	4%	-4%[9.22 µM]	4%	-8%[10 µM]	/	2%	/
NC(N)=NS(=O)(=O)c1ccc(N)cc1	0%	9%	5%	-48%[inhibitor]	-1%&3%&3%	-12%	-5%[15.4 µM]
CC(=O)c1cccc(NC(=O)C2C3C=CC(C4CC34)C2C(=O)O)c1 (stereo not drawn)	-4%	11%	-4%	16%[10 µM]	-3%	1%	2%
CN(C)c1nc(N(C)C)nc(N(C#N)CN2C(=O)c3ccccc3C2=O)n1	-7%	-2%	-7%	11%[10 µM]	5%	19%	-3%
COc1ccc(NC(=S)N(CCN(C)C)C(C)c2ccncc2)cc1Cl (stereo not drawn)	0%	1%[9.22 µM]	7%	16%[10 µM]	/	-19%	/
CC(C)Cn1nc(NC(=O)c2ccco2)c2cc3ccccc3nc21	-1%	-3%[9.22 µM]	10%	-9%[10 µM]	/	-9%	/
CN(C)C(=O)CN(c1ccc2c(c1)OCO2)S(C)(=O)=O	-6%	17%	3%	-18%	18%[38.3 µM]	9%	-1%
CN(C)CCOCCOc1ccc(Cl)c2ccccc12	2%	0%[9.22 µM]	16%	-48%[inhibitor]	7%	21%	9%
O=C(c1cc2ccccn2n1)N1CCN(c2ccccn2)CC1	-1%	19%	11%	-15%	-2%[38.3 µM]	5%	0%[15.4 µM]
Fc1cccc(CSc2ncnc3c2oc2ccccc23)c1	6%	4%	/	8%	/	5%	?
O=C(NC(=S)Nc1nc(-c2cccc3ccccc23)cs1)c1cc2ccccc2o1	4%	?	-11%	14%[10 µM]	-20%	-3%	-3%
O=c1c(F)cn(C2CCCO2)c(=O)n1Cc1ccc(Cl)cc1 (stereo not drawn)	4%	-8%[9.22 µM]	9%	-5%[10 µM]	5%	10%	-5%
O=C(O)CCn1ncc2ccccc2c1=O	-5%	12%[9.22 µM]	7%	0%[10 µM]	-1%	-8%	7%
O=C1N/C(=N/c2ccccn2)SC1Cc1ccccc1 (stereo not drawn)	-5%	-13%	9%	3%	0%[38.3 µM]	-2%	-5%
CSc1cccc(NC(=O)/C=C/c2ccco2)c1	-19%	13%	44%[activator]	-30%	-5%	6%	5%
CCOC(=O)/C=C/C(=O)Nc1ccc(S(=O)(=O)N(C)c2ccccc2)cc1	-1%	-26%	4%	-13%	9%	-4%	-13%
COc1ccc(CNC(=O)Cn2cc3c(n2)CCCCC3)cc1	-6%	-3%	-5%	11%[10 µM]	35%[38.3 µM]	1%	2%
CCCN1/C(=C(/C#N)C2=NS(=O)(=O)c3ccccc32)N(C)c2ccccc21	-8%	9%	1%	6%[10 µM]	13%[38.3 µM]	2%	-2%
c1cc(-c2nnc3n2CCCCC3)ccn1	-8%	5%[9.22 µM]	8%	-7%	-10%[38.3 µM]	11%	-10%
COc1cc(C)c(CNc2cc(C)cc(C)c2)cc1C	3%	-4%	-4%	10%	30%[activator][38.3 µM]	3%	1%
CCN(CC)c1ccc(C(=O)N/N=C(\C)c2ccc(OC)c(OC)c2)cc1	9%	16%	-2%	1%[10 µM]	-2%	-28%	-8%
O=C(COC(=O)C1CC1)Nc1ccccc1Sc1ccccc1	3%	4%	2%	/	-4%	-3%	3%
CC1CCC(C(C)C)C(OC(=O)Cn2c(-c3ccc(Br)cc3)[n+](C)c3ccccc32)C1 (stereo not drawn)	9%&-5%	?	0%&7%	-115%[inhibitor]	21%&25%	-4%&-9%	2%&11%
